GALK inhibitor: galactokinase (human) inhibition; P51570; AID 1868; Purified GALK, Kinase-Glo residual ATP luminescence; hit rate 0.007% among 270,000; Potency, µM (top dose mostly 57.5 µM), for the others: top-dose activity change, negative = inhibition, hits mostly inhibitors; note: potency is the fitted concentration of half-maximal effect; % is set by controls: 0 for no effect and ±100 for the full control effect
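5 nM enzyme, 35 uM ATP, 100 uM galactose, 20 mM HEPES pH8.0, 5 mM MgCl2; 1 h RT; residual ATP by Kinase-Glo Plus luminescence, qHTS format.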
S-ASM inh: human S-ASM enzyme inhibition | P17405 | AID 504937 | hit rate 0.006% among 340,000 | Potency, µM (highest dose often 57.5 µM), inactives show at the highest dose activity change, negative = inhibition, most hits filed as inhibitors | placental ASM, HMU-PC fluorogenic substrate, 60 min; note: potency is the fitted concentration of half-maximal effect
Target sequence (P17405 47-631 limits assumed): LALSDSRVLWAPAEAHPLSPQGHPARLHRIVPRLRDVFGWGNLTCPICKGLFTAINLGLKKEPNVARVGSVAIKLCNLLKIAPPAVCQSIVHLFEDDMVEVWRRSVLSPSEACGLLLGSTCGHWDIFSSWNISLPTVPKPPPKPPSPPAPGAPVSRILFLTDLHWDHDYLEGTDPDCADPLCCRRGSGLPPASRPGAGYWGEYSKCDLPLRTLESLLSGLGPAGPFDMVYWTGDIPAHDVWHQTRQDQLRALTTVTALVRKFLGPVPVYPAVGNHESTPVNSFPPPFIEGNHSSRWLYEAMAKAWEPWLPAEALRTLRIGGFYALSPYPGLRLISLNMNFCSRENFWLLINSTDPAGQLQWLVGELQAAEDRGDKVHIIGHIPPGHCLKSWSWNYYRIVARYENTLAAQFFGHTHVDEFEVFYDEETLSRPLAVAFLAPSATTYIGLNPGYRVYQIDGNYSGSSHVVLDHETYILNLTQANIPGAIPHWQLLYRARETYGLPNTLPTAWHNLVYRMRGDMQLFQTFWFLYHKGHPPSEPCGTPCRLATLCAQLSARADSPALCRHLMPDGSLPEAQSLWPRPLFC
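Fluorescence read-out (Ex 386 nm, Em 447 nm) after stopping the reaction at pH 10. Enzyme: ASM from human placenta; substrate HMU-PC0, 9 uM final; 60 min, 37 °C. Compound preincubation 10 min, ambient temperature.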
MBNL1-CUG inh: inhibitors of human MBNL1 binding to CUG repeat RNA; Q9NR56; TR-FRET MBNL1-His/biotin-(CUG)12 binding, 665/545 ratio; Potency, µM (highest dose often 57.5 µM), for the others: top-dose activity change, negative = inhibition, hits mostly inhibitors; hit rate 0.036% among 280,000; active = well fitted inhibition curve with a large enough effect in the signal ratio, with a control signal flat, not every such curve was filed as active; inconclusive = small, poorly fitted or top-dose-only effect, or effect the other way, or a change in a side signal; inactive = no such curve, though single readings can be large or run the other way; the % refers to the signal ratio; note: potency is the fitted concentration of half-maximal effect; % is set by controls: 0 for no effect and ±100 for the full control effect
Target sequence (Q9NR56 whole entry, looked up): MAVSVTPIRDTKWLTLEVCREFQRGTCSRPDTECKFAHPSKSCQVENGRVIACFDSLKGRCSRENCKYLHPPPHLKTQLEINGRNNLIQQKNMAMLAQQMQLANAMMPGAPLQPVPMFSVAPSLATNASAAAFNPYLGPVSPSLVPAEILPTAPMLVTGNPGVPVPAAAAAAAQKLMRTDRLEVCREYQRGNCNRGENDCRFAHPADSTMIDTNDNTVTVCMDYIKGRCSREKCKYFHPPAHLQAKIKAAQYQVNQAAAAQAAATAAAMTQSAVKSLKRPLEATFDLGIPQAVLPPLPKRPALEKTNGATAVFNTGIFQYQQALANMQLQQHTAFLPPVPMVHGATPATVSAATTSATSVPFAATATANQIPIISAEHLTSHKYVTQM
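Compounds (final 92 nM to 58 uM) are added to His-tagged MBNL1 and biotin-(CUG)12, then terbium anti-His antibody and streptavidin-XL665 (5 nM final). After 60 min at room temperature, the 665/545 nm ratio is read.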
AT treatment: candidate therapy for ataxia-telangiectasia; AID 485349; Potency, µM (series often up to 57.5 µM), without a hit: top-dose activation, most hits filed as activators; […] A-T fibroblasts, KAP-1 phosphorylation AlphaLISA; neocarzinostatin DNA damage 30 min before lysis; hit rate 0.19% among 320,000; note: potency is the fitted concentration of half-maximal effect; % of control where 0% means no effect; nearly all actives have a fitted effect of over 45% in size
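hTERT-immortalized A-T patient fibroblasts ([…]), 500 cells/well in OPTI-MEM, 1% FBS, got compounds for 60 min, then NCS for 30 min at 37C. Lysates were then assayed for phospho-KAP-1 by AlphaLISA (anti-pKAP1 donor, anti-KAP1 acceptor beads), 6 hr at 25C.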
FBPA coupling cs: coupling enzyme interference in Giardia aldolase counter-screen. coupling enzyme system counterscreen, AmpLite Red fluorescence. activity change, negative = inhibition, % at 58.2 µM, hits read low. hit rate 0.67% among 290,000. AID 2472; in the data active = activity change below about -30%; note: % is set by controls: 0 for no effect and ±100 for the full control effect
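First, compound is pin-transferred into glyceraldehyde-3-phosphate coupling-enzyme reagent at 57.5 uM final and held 10 min at RT. Next, substrate, coupling system and AmpLite Red are added. After 20 min RT, fluorescence (525/598 nm) is read.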
a7 integrin act: integrin-mediated muscular dystrophy alleviation activation; alpha7betagal myoblasts, beta-gal FDG fluorescence, 48 h; Potency, µM (doses to about 38.3 µM), without a hit: at the highest dose activation, usual class: activators; hit rate 0.064% among 350,000; AID 624291;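 note: potency is the fitted concentration of half-maximal effect; 100% = response of the positive control SU9516; nearly all actives have a fitted effect of over 60% in size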
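alpha7betagal+/- myoblasts (passage 13, 250/well) treated 48 h at 37C with compounds at 1:260 dilution of DMSO stock. Lysed, then beta-galactosidase activity read as FDG fluorescence (ex 480/em 540) after 30 min, with pre-read for autofluorescence.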
KCNH2 3.1 block: inhibitors of human KCNH2 3.1 potassium channel isoform | U2OS KCNH2 3.1, thallium flux FluxOr; stronger effect = lower value | activity change, % (tested at about 1.8 µM) | hit rate 0.95% among 340,000;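 active = maximum activity change below -70%; inconclusive = maximum activity change from -70% to -50%; inactive = maximum activity change above -50%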;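 note: thallium influx rate constant from kinetic fluorescence after stimulation buffer; % is set by controls: 0 for no effect and ±100 for the full control effect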
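Measured as rate of thallium-driven FluxOr signal in transduced U2OS cells carrying the 3.1 channel, read kinetically for 2 min upon stimulation; values are rate constants scaled to DMSO control wells.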
TRPV1 ag: agonists of human vanilloid receptor 1 (TRPV1); Q8NER1; TRPV1-expressing cells, Fluo-8 calcium influx, agonist mode; activation, % at 8.33 µM; hit rate 0.19% among 320,000; AID 540275; in the data active = activation above about 80%; inconclusive = between about 30% and that limit; note: 0% is about no effect
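Fluo-8 calcium influx in TRPV1-expressing cells, kinetic read (ex 480/em 520 nm). Compound added and read 3 min for agonist activity, followed by capsaicin at EC20 final and 2 min further read for enhancement.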
CXXC DNA block: MLL CXXC-DNA interaction inhibition; MLL-CXXC / FITC-HOXA9 DNA fluorescence polarization; Potency, µM (series often up to 115 µM), for inactives: at the top dose activity change, negative = inhibition, actives largely listed as inhibitors; hit rate 0.037% among 290,000; active = well fitted inhibition curve with a large enough effect in the polarisation, with a control signal flat, not every such curve was filed as active; inconclusive = small, poorly fitted or top-dose-only effect, or effect the other way, or a change in a side signal; inactive = no such curve, though single readings can be large or run the other way; the % refers to the polarisation; note: potency is the fitted concentration of half-maximal effect
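Steps: dispense CXXC domain solution (7 uM) → pin compounds or unlabeled HOX-A9 DNA control → 5 min ambient → add FLSN-HOX-A9 solution (50 nM) → spin → 30 min ambient → fluorescence polarization. Tris pH 7.5/NaCl/DTT/BSA buffer.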
KCNH2 WT inh: KCNH2 (human, wildtype) channel inhibition; Q12809; U2OS, BacMam KCNH2, thallium flux FluxOr; stronger effect = lower value; activity change, % at 1.84 µM; hit rate 0.37% among 340,000; AID 720551;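 active = maximum activity change below -70%; inconclusive = maximum activity change between -70% and -50%; inactive = maximum activity change above -50%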; note: % is set by controls: 0 for no effect and ±100 for the full control effect
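U2OS cells transduced with wild-type KCNH2 virus are loaded with FluxOr dye for 45 min, and thallium flux is measured in kinetic reads before and after stimulation buffer. Rate constants are normalized to DMSO controls.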
An asterisk follows results filed as active; ? = inconclusive; / = no result given; [ ] = another dose, or the depositor's remark. Unless noted, calls come from the whole dose curve; as a rule, active = well fitted curve in the direction sought with a large enough effect; inconclusive = small, poorly fitted or top-dose-only effect, or another doubt; inactive = no such curve, though single readings can be large; an effect the other way counts as inactive or inconclusive. Random draw from the library; any-hit rate near 2%.

SMILES	GALK inhibitor	S-ASM inh	MBNL1-CUG inh	AT treatment	FBPA coupling cs	a7 integrin act	KCNH2 3.1 block	TRPV1 ag	CXXC DNA block	KCNH2 WT inh
CCOc1ccc(C(=O)Nc2ccc(S(=O)(=O)N3CCN(C)CC3)cc2)cc1	1%	-3%	-13%	-3%	-3	-18%	2	-6	3%	5
Cn1c(=O)c([N+](=O)[O-])c(Oc2ccccc2)c2ccccc21	-4%	-5%	2%	?	-4	0%	-10	1	-15%	-4
CC1(C)S[C@@H]2[C@H](NC(=O)COc3ccccc3)C(=O)N2C1C(=O)OCC1CCCCC1 (some centres not stated)	/	-3%	/	/	/	36%	7	/	/	3
CCCCN1CCc2c1nc1ccc(Br)cc1c2N	0%	1%	12%	-3%	-2	-51%[inhibitor]	-5	-1	-2%	24
O=C(CSS(=O)(=O)O)N1CCN(C(=O)c2ccoc2)CC1	-9%	4%	-2%	-5%	0	9%	14	0	-1%	-9
CC(C)Oc1ccc(CC2CCC(=O)N(C)C2=O)cc1 (configuration not stated)	0%	0%	/	-3%	3	-16%	-8	2	-3%	-2
Cc1cccc(C(=O)NCC(=O)OCC(=O)N2CC3(C)CC2CC(C)(C)C3)c1 (configuration not stated)	-1%	-2%	/	5%	8	5%	-2	-3	-1%	2
Cc1ccc(C)c(NC(=O)C(OC(=O)c2ccc(C)s2)c2ccccc2)c1 (configuration not stated)	0%	0%	-6%	7%	3	-2%	-20	18	7%	5
N#Cc1ccc(CCc2ccccc2)[nH]c1=O	/	2%	/	/	/	-16%	18	/	/	2
CCCCN=C(C)C1=C(O)CSC1=O	6%	1%	1%	-7%	1	?	1	-2	-5%	-4
Cc1ccc(NC(=O)C2CCN(S(=O)(=O)c3cccc4cccnc34)CC2)nc1	1%	2%	-6%	-3%	5	-2%	-5	/	1%	9
CCc1nnc(NC(=O)CCC(=O)N2CCC(Cc3ccccc3)CC2)s1	-3%	1%	1%	29%	/	-6%	2	10	7%	-2
Nc1cccc2c1C(=O)N(C(=O)c1cccc(S(=O)(=O)N3CCCC3)c1)C2=O	0%	88%[activator]	16%	6%	6	13%	0	0	9%	7
COc1cc(CNCc2ccccn2)ccc1OCc1ccc(Cl)c(Cl)c1	0%	-3%	0%	0%	0	-32%	?	8	57%[activator]	0
O=C(COC(=O)c1n[nH]c2ccccc12)c1cc(F)ccc1F	-2%	3%	/	4%	-3	10%	-2	-1	4%	-1
COc1ccc(C2=NN(C(=O)CSc3nc4ccccc4s3)C(c3ccc(F)cc3)C2)cc1 (configuration not stated)	0%	-13%	-2%	-1%	-3	-13%	-2	3	10%	2
O=C(CCc1ccc(Oc2cc([N+](=O)[O-])cc([N+](=O)[O-])c2)cc1)Nc1cccc(Cl)c1	0%	-1%	/	0%	1	-11%	2	-1	7%	-5
Cc1cc(NC(=O)CN(C)C)c([N+](=O)[O-])cc1C	1%	1%	12%	-2%	-11	6%	-2	0	-4%	2
CC(=O)c1ccc(N2C(=O)C3C4C=CC(CC4)C3C2=O)cc1 (configuration not stated)	1%	2%	4%	24%	5	?	-12	7	40%[activator]	-20
CC(=O)Nc1ccc(NC(=O)C(C)OC(=O)CN(C)S(=O)(=O)c2ccc(Cl)cc2)cc1 (configuration not stated)	0%	-1%	4%	0%	1	-11%	15	0	2%	-5
COc1ccccc1OCC(=O)Nc1cc(C(F)(F)F)ccc1-n1cncn1	/	1%	/	-3%	/	4%	-5	27	/	1
CN(CC(=O)Nc1ccccc1Br)C(=O)c1cccc(S(=O)(=O)NCc2ccccc2)c1	/	-1%	/	19%	/	18%	6	1	/	-3
N#Cc1cccc(NC(=O)COC(=O)c2cccc(N3C(=O)c4ccccc4C3=O)c2)c1	/	-9%	4%	-9%	1	16%	-9	0	26%	-12
O=C(Nc1ncccc1O)c1ccc(C(=O)c2ccccc2)cc1	/	0%	/	-7%	/	5%	-10	-8	/	-9
CCCCn1c(=O)[nH]c(=O)c2c1nc(-c1cc(Br)c(OCC)c(OC)c1)n2C	16%	5%	-5%	0%	0	13%	-9	1	-6%	-14
O=C(CCN1C(=O)C2CCCCC2C1=O)Nc1ccc(Br)cc1F (configuration not stated)	/	-1%	/	0%	/	-16%	-2	18	/	23
O=C(c1cccs1)N1CCN(c2cccc(Cl)c2)CC1	4%	1%	-1%	5%	2	?	8	?	6%	-5
Cc1ccc(NC(=O)CCC(=O)NNC(=O)c2ccccc2[N+](=O)[O-])c(C)c1	3%	2%	21%	0%	-2	3%	-5	-1	-4%	-2
Cc1ccc(Cn2cccc(NC(=O)NC3CCCCC3)c2=O)cc1	-3%	-3%	5%	6%	-2	-5%	11	12	11%	-14
O=C(CN1CCN(c2ccccc2O)CC1)NC(c1ccccc1)c1ccccc1	-2%	2%	-8%	2%	-3	7%	-9	3	-1%	-11
Cc1oc2c(c(=O)c1C)C(=O)CC(c1ccccc1)C2 (configuration not stated)	0%	2%	-2%	4%	1	11%	12	-1	-5%	-10
FC(F)Sc1nnc(-c2cccs2)n1-c1ccccc1	2%	-1%	6%	23%	0	-8%[7.66 µM]	-1	-1	7%	-7
Cc1ccc(-c2nnc(Nc3ccc(C(N)=O)cc3)c3ccccc23)cc1S(=O)(=O)NCC1CCCO1 (configuration not stated)	0%	31%	?	2%	-1	-3%	-6	-4	2%	2
Cn1c(CCN2CCCCC2)nc2cc(NC(=O)NC3CCCCC3)ccc21	10%	1%	1%	3%	1	-25%	2	0	4%	-3
CCNc1nc(SC(C)C(=O)OC)nc(N2CCOCC2)n1 (configuration not stated)	8%	0%	-13%	37%	5	-15%	2	2	-1%	-11
O=C(Nc1ccc(F)cc1)c1sc(Cl)nc1-c1ccccc1	0%	-6%	/	-3%	0	-38%	-23	8	2%	12
CN(CC(=O)Nc1ccccc1C(=O)NC1CC1)Cc1ccc(N(C)C)cc1	/	1%	/	-4%	/	5%	4	0	/	15
COCCCn1ccc(O)c(Cc2ccc(F)cc2)c1=O	1%	2%	3%	3%	1	-11%	3	0	1%	0
CC(=O)Oc1ccc(-c2cc3ccccc3oc2=O)cc1	/	5%	/	/	/	10%	4	/	/	-24
Cc1nc(Nc2ccccc2)sc1-c1ccccc1	1%	-1%	16%	36%	-10	-7%	-11	10	6%	-2
CCC1CCCCN1CCCNC(=O)c1ccc(CS(=O)(=O)c2ccccc2OC)o1 (configuration not stated)	2%	-1%	1%	2%	-1	1%	-18	-3	6%	7
CC1CCCCC12NC(=O)N(CC(=O)OCc1ccccc1Cl)C2=O (configuration not stated)	/	1%	/	-3%	/	4%	-12	5	/	-6
Cc1ccc(/C=C/C(=O)Nc2cccc(S(=O)(=O)N3CCOCC3)c2)o1	1%	3%	14%	-2%	-9	-19%	-2	21	10%	-5
Nc1nnc(SCc2ccc(F)cc2)n1-c1ccccc1	-2%	3%	6%	9%	0	-15%	5	-3	2%	7
Cc1cccc(-c2nc(CN3CCN(Cc4cccc(F)c4)CC3)c(C)o2)c1	4%	5%	5%	0%	0	-31%	-12	2	3%	-4
COc1cccc(C(=O)N2CCCC(CCC(=O)NCc3ccc(F)c(F)c3)C2)c1 (configuration not stated)	-2%	2%	-7%	1%	-2	-12%	-34	2	8%	2
O=C(CCC1CCCN(c2ncccn2)C1)N1CCN(c2ccccn2)CC1 (configuration not stated)	1%	-2%	0%	25%	-1	33%	-6	10	-14%	9

Bioassay records deposited in PubChem by National Center for Advancing Translational Sciences (NCATS).
